# PolyA inh: polyadenylation inhibitors in yeast reporter cells, primary screen, luminescence, S. cerevisiae. S. cerevisiae SKY197-pL101 polyadenylation reporter, beta-gal luminescence; efflux-impaired pdr1/pdr3 knockout yeast; score 100 = 6 SD above DMSO. calls only at 12 µM. 300,000 compounds, 0.02% hits. AID 1875, 2009;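 active = lowest replicate activity score at least 50, where 100 means six control SD above control mean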;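 also: yeast exposed to compound for 9 h at 30 °C; higher score means more reporter readthrough which indicates perturbed polyadenylation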
# AI-2 QS mod: Vibrio harveyi AI-2 quorum sensing modulators, primary screen, JMH597 strain, luminescence/OD600 ratio; Vibrio harveyi JMH597 AI-2 luminescence/OD600 ratio, 9 h; stronger effect = lower value; strain lacks LuxN and CqsS sensors; 0 = neutral-control median; activity change, % at 7.5 µM; 300,000 compounds, 0.4% hits; AID 2094, 2009; in the data active = activity change below about -75%, passing the limit was not always enough;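 also: luminescence divided by OD600 gain over 9 h not by final OD600 alone; inactives centre near 13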
# MrgX1 ag: agonists of human MrgX1 receptor, primary screen, HEK293 cells, Fluo-4 calcium flux; Fluo-4 calcium fluorescence, agonist mode; stronger effect = higher value; AID 588627, 2011; B-score at 10 µM; Mas-related G-protein coupled receptor member X1 (Homo sapiens), Q96LB2; 310,000 compounds, 0.44% hits;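 active = calcium response B-score plate-corrected fluorescence ratio at least 3 library SD, with starting fluorescence B-score inside 5 SD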
# Target sequence (Q96LB2 whole entry, looked up): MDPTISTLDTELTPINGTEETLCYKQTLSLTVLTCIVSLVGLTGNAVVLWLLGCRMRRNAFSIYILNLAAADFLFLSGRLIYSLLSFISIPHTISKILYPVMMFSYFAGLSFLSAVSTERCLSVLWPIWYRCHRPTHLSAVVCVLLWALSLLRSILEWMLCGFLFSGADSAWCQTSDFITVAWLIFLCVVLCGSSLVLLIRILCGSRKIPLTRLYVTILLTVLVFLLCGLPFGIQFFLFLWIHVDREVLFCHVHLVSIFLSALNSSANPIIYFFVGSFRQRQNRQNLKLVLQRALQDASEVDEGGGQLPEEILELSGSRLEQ
#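 Material: MrgX1-expressing HEK293 cells / Dosing: compound as first of three additions / Incubation: overnight seeding, then 1 h dark dye loading / Signal: Fluo-4 NW calcium fluorescence / Evaluation: B-scored fluorescence response ratio / Benchmarks: positive and negative control wells on each plate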
# TRPC6 activator: mouse TRPC6 channel activators, primary screen, cell-based, HEK293, membrane potential dye; Short transient receptor potential channel 6 (Mus musculus), Q61143; HEK293-TRPC6 membrane potential dye fluorescence; stronger effect = higher value; B-score at 10 µM; 310,000 compounds, 0.13% hits; AID 2550, 2010;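 active = B-score of the integrated fluorescence ratio above library mean plus 3 SD, and starting fluorescence ratio within library mean plus 5 SD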;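 also: higher score means more depolarization so channel activation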
# TRPC6 inhibitor: mouse TRPC6 channel inhibitors, primary screen, cell-based, HEK293, membrane potential dye | 310,000 compounds, 1.1% hits | AID 2553, 2010 | B-score at 10 µM | ACh-evoked depolarization; stronger effect = lower value;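 active = B-score under library mean minus 3 SD, initial fluorescence not abnormally high, positive integrated signal ratio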;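 also: B-score derived from integrated fluorescence ratio over the kinetic read; more negative B-score means stronger inhibition of depolarization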
# TRPC4 act: activators of mouse TRPC4 channel, primary screen, Fluo4 calcium, HEK293 TRPC4beta/mu-opioid cells; Fluo4 calcium fluorescence; stronger effect = higher value; B-score at 10 µM; 310,000 compounds, 0.49% hits; AID 2237, 2010;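 active = B-score above 5 SD of library B-scores, and initial fluorescence ratio not above library mean plus 5 SD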;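 also: positive B-score marks a calcium rise read as TRPC4 activation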
#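 system = HEK293 cells stably co-expressing mouse TRPC4beta and mu-opioid receptor | schedule = Fluo4 dye loading 45 min at room temperature, 110 s recording | measure = B-scored integrated calcium fluorescence ratio | signal = Fluo4 calcium-sensitive dye fluorescence, kinetic, 1 Hz baseline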
# HIF act: HIF pathway transcriptional activators, primary screen, cell-based, U2OS HRE-luciferase, luminescence; 300,000 compounds, 0.32% hits; U2OS HRE-luciferase reporter; normalized: DMSO 0%, desferrioxamine 100%; activation, % at 7.5 µM (by protocol);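 active = mean activation of at least 10% of the iron chelator positive control signal, with at least half of replicates also reaching 10%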
# TRPC4 potent: positive allosteric modulators of TRPC4, primary screen, cell-based, mouse TRPC4beta, HEK293 mu-opioid, Fluo-4 calcium. Short transient receptor potential channel 4 (Mus musculus), Q9QUQ5. DAMGO EC20, Fluo-4 Ca2+ flux; stronger effect = higher value. B-score at 10 µM. 310,000 compounds, 0.42% hits. AID 2227, 2009;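 active = B-score of calcium response area above 5 SD of library B-scores, with initial fluorescence ratio within 5 SD of library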;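 also: B-score of integrated fluorescence ratio over time as area under calcium response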
# MrgX1 antagonist: antagonists of human MrgX1 receptor, primary screen, HEK293 cells, Fluo-4 calcium flux; Mas-related G-protein coupled receptor member X1 (Homo sapiens), Q96LB2; B-score at 10 µM; BAM8-22 antagonism; stronger effect = lower value; 310,000 compounds, 1.3% hits;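 active = calcium-response B-score plate-corrected more than 3 library SD below zero, starting fluorescence within 5 deviations, no agonist response on first addition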;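 also: peak minus trough fluorescence over baseline after final BAM8-22 challenge near maximal dose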
# MrgX1 PAM: positive allosteric modulators of MrgX1, primary screen, HEK293 cells, Fluo-4 calcium flux. B-score at 10 µM. 310,000 compounds, 0.63% hits. FDSS; stronger effect = higher value. Mas-related G-protein coupled receptor member X1 (Homo sapiens), Q96LB2;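 active = plate-corrected calcium response at least 3 library SD above typical, normal starting fluorescence, not activating the receptor alone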;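 also: compound read alongside a low EC10 to EC30 dose of BAM8-22 agonist; peak minus trough fluorescence over baseline measured at the second addition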
# TRPC4 block: inhibitors of mouse TRPC4 channel, primary screen, Fluo4 calcium, HEK293 TRPC4beta/mu-opioid cells; B-score at 10 µM; Short transient receptor potential channel 4 (Mus musculus), Q9QUQ5; 300,000 compounds, 0.39% hits; DAMGO-evoked Fluo4 calcium flux; stronger effect = lower value;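 active = B-score over 3 SD under the library average, no early fluorescence shift, positive overall ratio signal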
#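 test system = HEK293 cells with stable TRPC4beta plus mu-opioid receptor expression | detection = Fluo4 Ca2+ flux fluorescence | read-out = integrated fluorescence ratio relative to baseline, converted to per-well B score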
# Active calls of the source: *; i = inactive; . = no result given. These rows are one share of the data, so the mix of outcomes need not match the whole.
SMILES,PolyA inh,AI-2 QS mod,MrgX1 ag,TRPC6 activator,TRPC6 inhibitor,TRPC4 act,HIF act,TRPC4 potent,MrgX1 antagonist,MrgX1 PAM,TRPC4 block
O=C(NCc1ccccn1)C(=O)N/N=C/c1ccc2c(c1)OCO2,i,-43,i,i,i,i,-0.8,i,i,i,i
Cc1ccc(CNC(=O)Nc2ccc(Cl)cc2)cc1,i,-83*,i,i,i,i,1.6,i,i,i,i
CC1CC(C)CN(C(=O)CSc2nnc(-c3ccc(Cl)cc3)o2)C1 (stereo not drawn),i,24,i,i,i,i,-0.3,i,i,i,i
Cc1ccc(-c2nnc(NCc3nc4ccccc4[nH]3)c3ccccc23)cc1S(=O)(=O)N1CCOCC1,i,5,i,i,i,i,-0.5,i,i,i,i
COc1ccc(C(C)NC(=O)CCc2ccccc2)cc1 (stereo not drawn),i,13,i,i,i,i,-0.3,i,i,i,i
COC(=O)C1=C(C(=O)OC)[C@@H]2N(C)c3ccc(OC)cc3[C@@]23C[C@@H](C(=O)OC)N(C(=O)NCCBr)C3=N1,i,15,i,i,i,i,-2.2,i,i,i,i
N#Cc1nc(COc2ccc(F)cc2)oc1N1CCCCC1,i,-10,i,i,i,i,-0.4,i,i,i,i
Cc1cccc(C)c1NC(=O)CCN1C(=O)C2C3CCC(C3)C2C1=O (stereo not drawn),i,26,i,i,i,i,-0.4,i,i,i,i
CC(=O)N1CCN(CCN=CC2=C(O)CC(C)(C)CC2=O)CC1,i,5,i,i,i,i,-0.5,i,i,i,i
O=C(COc1ccc(Cl)cc1[N+](=O)[O-])N1CCCCC1,i,1,i,i,i,i,0.5,i,i,i,i
O=c1cc(N2CCCCC2)c(-c2ccccc2)n[nH]1,i,21,i,i,i,i,0.2,i,i,i,i
COc1ccc(NS(=O)(=O)c2ccc(NC(=O)C(CCSC)NC(N)=O)cc2)cc1 (stereo not drawn),i,25,i,i,i,i,0.0,i,i,i,i
CC(C)CC(=O)Nc1ccc(Nc2ccccc2)cc1,i,-4,i,i,i,i,0.8,i,i,i,i
COc1ccc(C[C@H]2CN3C(=NC[C@@H]3Cc3ccc(O)cc3)N2CCNC(=O)c2ccc(C)c(Br)c2)cc1,i,38,i,i,i,i,-0.4,i,i,i,i
O=C(c1cnn(-c2nc3ccccc3s2)c1)c1ccccc1O,i,19,i,i,i,i,3.0,i,i,i,i
CNC(=S)N/N=C/c1ccc(-c2ccc(C(=O)O)cc2)o1,i,28,i,i,i,i,1.4,i,i,i,i
COC(=O)C1=C(C)N(c2ccc(C(=O)OC)cc2)C(=O)C1,i,8,i,i,i,i,0.0,i,i,i,i
Cc1cccc(NC(=S)NCCc2c[nH]c3ccccc23)c1,i,12,i,i,i,i,-0.4,i,i,i,i
COc1ccc2cc(C#N)c(SCC(=O)N3CCCC3)nc2c1,i,18,i,i,i,i,1.4,i,i,i,i
O=C(Nc1ccc(Cl)cc1)N(Cc1nc2ccccc2c(=O)[nH]1)Cc1cccs1,i,31,i,i,i,i,0.1,i,i,i,i
Cc1cccc(OCc2n(CC(=O)OC3CC(C)CCC3C(C)C)c3ccccc3[n+]2C)c1 (stereo not drawn),i,37,i,i,i,i,-0.8,i,-9.6*,i,i
CCOCCOC(=O)COc1ccc2c(=O)c(Oc3ccc(OC)cc3)coc2c1,.,20,i,i,i,i,-11,i,i,i,i
CC(OC(=O)c1cccc(NS(C)(=O)=O)c1)C(=O)Nc1ccc(N2CCOCC2)cc1 (stereo not drawn),i,-1,i,i,i,i,0.1,i,i,i,i
Cc1c(C(N)=O)c(N)c(C(=O)c2ccccc2)n1-c1ccccc1,i,2,i,i,i,i,-0.7,i,i,i,i
COc1ccc(CN2C(=O)c3cccnc3C2=O)cc1S(=O)(=O)NCc1ccccc1,i,34,i,i,i,i,-0.2,i,i,i,i
CCC1(CC)C(=O)Nc2ccccc21,i,10,i,i,i,i,0.1,i,i,i,i
COC(=O)c1ccccc1NC(=O)NC1CCCC1,i,23,i,i,i,i,0.1,i,i,i,i
COc1cccc(NCc2cc(=O)oc3cc(-c4ccccc4)c(O)cc23)c1,i,9,i,i,i,i,1.3,i,i,i,i
CCC(C)c1ccc(S(=O)(=O)N2CCN(C(C)CC(=O)O)CC2)cc1 (stereo not drawn),i,20,i,i,i,i,-0.3,i,i,i,i
COc1ccc(N2CCN(C(=O)Nc3ccccc3Cl)CC2)cc1,i,15,i,i,i,i,-1.3,i,i,i,i

# AI-2 QS mod, entries above that show a hit.
SMILES	PolyA inh	AI-2 QS mod	TRPC6 activator	TRPC4 act	TRPC4 potent	MrgX1 antagonist	TRPC4 block
Cc1ccc(CNC(=O)Nc2ccc(Cl)cc2)cc1	i	-83*	i	i	i	i	i

# Carrying on.
SMILES,PolyA inh,AI-2 QS mod,MrgX1 ag,TRPC6 activator,TRPC6 inhibitor,TRPC4 act,HIF act,TRPC4 potent,MrgX1 antagonist,MrgX1 PAM,TRPC4 block
COc1ccccc1NC(=O)NCc1ccc2c(c1)OCO2,i,28,.,i,i,i,-1.3,i,.,.,i
CCc1nnc(NC(=O)CSc2nnc(COc3ccc(C)cc3)n2-c2ccccc2)s1,i,28,i,i,i,i,-0.2,i,i,i,i
COc1ccc(NC(=O)c2cccc(Cn3cc(Br)cn3)c2)cn1,i,21,i,i,i,i,-0.3,i,i,i,i
CC1(C)CC(=O)C(C=Nc2ccncc2)=C(O)C1,i,24,i,i,i,i,-0.4,i,i,i,i
CCOC(=O)[C@@H]1[C@H]2COc3ccc(Br)cc3[C@@H]2N2C(=O)N(c3ccc(C)cc3)C(=O)[C@]12C,i,22,i,i,i,i,-0.6,i,i,i,i
Cc1cc(S(=O)(=O)Nc2c(C)nn(C)c2C)c(Cl)cc1Cl,i,12,i,i,i,i,.,i,i,i,i
O=S(=O)(c1cnc(Cl)c(Cl)c1)N1CCN(c2ncccn2)CC1,i,12,i,i,i,i,0.2,i,i,i,i
N#CC1=C(N)NC(SCc2ccccc2)=C(C#N)C12CCCCC2,i,4,i,i,i,i,1.2,i,i,i,i
COc1ccc(NC(=O)COc2cccc(-n3cnnn3)c2)cc1,i,20,i,i,i,i,-0.1,i,i,i,i
O=[N+]([O-])c1ccc(N2CCCCC2)cc1NCCOc1ccccc1,i,2,i,i,i,i,0.2,i,i,i,i
O=C1COc2ccc(C(=O)CSc3nnnn3-c3ccccc3)cc2N1,i,24,i,i,i,i,-1.5,i,i,i,i
COc1ccccc1N1CCN(C2CCCN(Cc3c(F)cccc3F)C2)CC1 (stereo not drawn),i,5,i,i,i,i,0.4,i,i,i,i
Cc1cc(C(=O)CSc2n[nH]c(N)n2)c(C)n1-c1cccc(F)c1,i,33,i,i,i,i,1.0,i,i,i,i
COc1ccc(CCNC(=O)c2nn(C)c3c2CS(=O)(=O)c2ccccc2-3)cc1OC,i,-6,i,i,i,i,-0.1,i,i,i,i
O=C(NC(Cc1ccc(O)cc1)C(=O)O)/C(=C/c1ccccc1)NC(=O)c1ccccc1 (stereo not drawn),i,22,i,i,i,i,-0.7,i,i,i,i
COc1cccc(-c2nc(C#N)c(N3CCN(C(=O)c4ccco4)CC3)o2)c1,i,8,i,i,i,i,0.0,i,i,i,i
CCN1CCN(C(=O)CS(=O)(=O)Cc2nc(-c3cccc(OC)c3)oc2C)CC1,i,5,i,i,i,i,-0.2,i,i,i,i
CCCc1cc(=O)oc2c(CNc3ccc(OCC)cc3)c(O)ccc12,i,12,i,i,i,i,2.2,i,i,i,i
CCC(Sc1nc(N)cc(=O)[nH]1)C(=O)Nc1cc(C)on1 (stereo not drawn),i,17,i,i,i,i,0.2,i,i,i,i
CC1(C)Cc2nc3sc(C(N)=O)c(N)c3cc2CO1,i,18,i,i,i,i,1.6,i,i,i,i
COCCNC(=O)CSc1nnc(NC(=O)C2CC(=O)N(c3ccccc3OC)C2)s1 (stereo not drawn),i,21,i,i,i,i,-0.2,i,i,i,i
N#Cc1ccc(C(=O)Nc2ccc(N3CCN(C(=O)c4ccco4)CC3)cc2)c(F)c1,i,19,i,i,i,i,-0.1,i,i,i,i
Oc1c(Br)cc(/C=N/n2c(-c3ccccc3)n[nH]c2=S)cc1Br,i,31,i,i,i,i,1.2,i,i,i,i
CC(=O)c1ccc(NC(=O)CSc2ccc(-c3sc(C)nc3C)nn2)cc1,i,18,i,i,i,i,0.9,i,i,i,i
Cc1ccc2cc(C=O)c(N(C)C)nc2c1,i,11,i,i,i,i,1.2,i,i,i,i
CN1C(=O)C(C)(C)c2cc(S(=O)(=O)NCc3ccc(C(=O)NCc4ccco4)cc3)ccc21,i,23,i,i,i,i,-0.1,i,i,i,i
CCCCn1nnnc1SCC(=O)c1ccc(C)c(C)c1,i,15,i,i,i,i,0.6,i,i,i,i
COCCC(=O)N1CCC(Oc2ccc(C(=O)N(C)C(C)c3ccon3)cc2)CC1 (stereo not drawn),i,4,i,i,i,i,0.1,i,i,i,i
CCN1CCc2c(OCC(=O)N3CCCc4ccccc43)cccc2C1=O,i,16,i,i,i,i,0.1,i,i,i,i
COc1ccccc1C(=O)NC(=O)COC(=O)Cn1cnc2c1c(=O)n(C)c(=O)n2C,i,15,i,i,i,i,-0.4,i,i,i,i
CC(=O)c1cnc2n(c1=O)CCS2,i,1,i,i,i,i,0.0,i,i,i,i
